Source: PubChem (several laboratories)
rCAG RNA binder: binders of r(CAG) RNA repeats, primary screen, biochemical, fluorescence | r(CAG) RNA repeat, TO-PRO-1 dye displacement fluorescence | inhibition, % at 3 µM | 370,000 tested, 1.3% active;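 active = inhibition above the plate cutoff, the mean of all test compounds on that plate plus 3 SD, cut at about 35% in these data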;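 also: 0% = DMSO alone and 100% = 100 µM mitoxantrone as full dye displacement; higher means more dye released from RNA so lower well fluorescence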
mABHD4 FP: ABHD4 inhibitors, primary screen, biochemical, fluorescence polarization, mouse; (Lyso)-N-acylphosphatidylethanolamine lipase (Mus musculus), Q8VD66; purified mABHD4, FP-Rh probe fluorescence polarization; inhibition, % at 8.92 µM; 370,000 tested, 0.54% active; AID 720543, 2013;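 active = inhibition exceeding the mean over every tested compound plus 3 SD, cut at about 30% in these data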;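 also: 0% = plate median of compound wells and 100% = S159A mutant with DMSO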
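Material: mouse ABHD4 enzyme, wild type; Benchmarks: S159A mutant high control, sample median low control; Buffer or medium: HEPES pH 7.0, NaCl, Pluronic buffer; Signal: fluorescence polarization; Read-out: percent inhibition of probe binding, normalized to plate controls; Timing: pre-incubation 45 min, probe exposure 60 min, at 25 °C; Dosing: 8.92 µM, single dose.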
TDP2 absorb: human TDP2 enzyme inhibitors, primary screen, biochemical, epi absorbance, recombinant enzyme; 370,000 tested, 0.34% active; T5PNP hydrolysis, p-nitrophenol absorbance 415 nm; inhibition, % at 12.8 µM; AID 720702, 2013;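 active = inhibition above the mean of all tested compounds plus 3 SD, set per campaign, cut at about 25% in these data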;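 also: 0% = DMSO with enzyme and 100% = buffer with substrate but no TDP2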
Target sequence (O95551 whole entry, looked up): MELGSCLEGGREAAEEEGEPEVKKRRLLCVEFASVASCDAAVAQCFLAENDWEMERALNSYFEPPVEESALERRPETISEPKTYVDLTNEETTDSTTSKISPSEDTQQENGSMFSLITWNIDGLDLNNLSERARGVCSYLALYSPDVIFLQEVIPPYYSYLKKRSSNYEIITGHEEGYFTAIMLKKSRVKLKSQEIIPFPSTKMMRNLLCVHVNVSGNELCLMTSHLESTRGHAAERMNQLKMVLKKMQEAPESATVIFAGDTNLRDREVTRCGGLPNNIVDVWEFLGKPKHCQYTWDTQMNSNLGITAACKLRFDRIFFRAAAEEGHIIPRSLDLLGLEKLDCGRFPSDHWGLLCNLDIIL
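Assay system: Recombinant human TDP2 | Quantity: 120 nM TDP2 per well | Incubation: 2 h at 37 °C | Signal: Epi absorbance | Evaluation: Percent inhibition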
PRMT1 inh: PRMT1 methyltransferase inhibitors, primary screen, biochemical, fluorescence polarization; Protein arginine N-methyltransferase 1 (Homo sapiens), Q99873; recombinant PRMT1, activity-based probe fluorescence polarization; inhibition, % at 2.79 µM; 370,000 tested, 1.3% active;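 active = inhibition above about 21% made by adding two undisclosed values, limit read from the data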
TCR CD3 inh: inhibitors of human TCR-CD3 interaction, primary screen, biochemical, fluorescence, TAMRA-labeled TCR probe | inhibition, % at 9.4 µM | 360,000 tested, 0.37% active; in the data active = inhibition above about 19%;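 also: recombinant mutant TCR 2C K166C tagged with TAMRA read by polarization; 0% = receptor in buffer alone and 100% = receptor with positive control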
HTRA1 inh: HTRA1 serine protease inhibitors, primary screen, biochemical, fluorescence polarization, HTS; recombinant HTRA1, FP-rhodamine activity-based probe; inhibition, % at 5.96 µM; 340,000 tested, 0.5% active; AID 504803, 2011; in the data active = inhibition above about 36%;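 also: 0% = enzyme with DMSO and 100% = wells lacking enzyme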
SIAE primary: human SIAE inhibitors, primary screen, biochemical, fluorescence polarization, FP-Rh probe, 1536-well HTS; Sialate O-acetylesterase (Homo sapiens), Q9HAT2; 370,000 tested, 0.69% active; SIAE FP-Rh probe binding; inhibition, % at 9.66 µM;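 active = inhibition above a cutoff: mean of compounds within the control limits plus 3 SD of those, cut at about 17% in these data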;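 also: 0% = plate median of compound wells and 100% = probe without SIAE protein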
PG9 Ab binder: binders of HIV-1 gp120 antibody PG9, primary screen, biochemical, TR-FRET | HIV-1 gp120 / PG9 antibody interaction | TR-FRET gp120-PG9 antibody binding | inhibition, % at 6.7 µM | 360,000 tested, 0.43% active | AID 624416, 2012; in the data active = inhibition above about 8.5%
NR1D1 modulator: modulators of Rev-erb alpha DNA binding, primary screen, biochemical, FITC-DNA, fluorescence polarization, uHTS. AID 1259318, 2017. Nuclear receptor subfamily 1 group D member 1 (Homo sapiens), P20393. Rev-erbα–FITC-DNA binding, 90 min. 370,000 tested, 0.79% active. activity, % at 10 µM;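 active = activity above about 14%, limit read from the data; passing the limit was not always enough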;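 also: 0% = DMSO wells with 35 nM protein and 100% = DMSO wells with 750 nM protein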
Target sequence (P20393 whole entry, looked up): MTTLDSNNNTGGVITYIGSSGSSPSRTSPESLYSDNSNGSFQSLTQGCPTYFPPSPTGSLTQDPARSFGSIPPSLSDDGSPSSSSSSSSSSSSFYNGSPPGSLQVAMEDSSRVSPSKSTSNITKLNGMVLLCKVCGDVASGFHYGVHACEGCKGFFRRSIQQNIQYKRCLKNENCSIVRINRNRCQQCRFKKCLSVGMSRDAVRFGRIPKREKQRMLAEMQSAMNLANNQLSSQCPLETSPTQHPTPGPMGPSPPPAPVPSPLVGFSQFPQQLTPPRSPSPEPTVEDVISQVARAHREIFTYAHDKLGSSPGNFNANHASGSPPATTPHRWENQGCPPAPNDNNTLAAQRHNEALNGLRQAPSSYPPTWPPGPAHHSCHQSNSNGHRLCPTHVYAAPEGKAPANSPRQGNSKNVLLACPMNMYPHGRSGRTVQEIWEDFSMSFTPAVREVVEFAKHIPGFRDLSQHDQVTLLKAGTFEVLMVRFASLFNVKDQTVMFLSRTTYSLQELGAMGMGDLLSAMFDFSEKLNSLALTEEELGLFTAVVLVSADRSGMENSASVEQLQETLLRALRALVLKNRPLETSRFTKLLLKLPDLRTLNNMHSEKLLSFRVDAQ
LEDGF integ inh: blockers of LEDGF/p75-dependent integrase strand transfer – biochemical, TR-FRET, high throughput, primary screen | TR-FRET IN-LEDGF/p75 DNA integration, Eu/Cy5 | AID 743269, 2014 | inhibition, % at 3.7 µM | HIV-1 integrase (with human LEDGF/p75) | 370,000 tested, 0.64% active;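 active = inhibition above the screen-wide mean plus 3 SD, cut at about 13% in these data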;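 also: signal is the Cy5 over europium emission ratio at 671 and 618 nm; 0% = plate median of compound wells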
Starred values were filed as active, the others as inactive; / = no result given. Not all compounds are listed; the hit share may differ from the screen's.

A first look:
SMILES	rCAG RNA binder	mABHD4 FP	TDP2 absorb	PRMT1 inh	TCR CD3 inh	HTRA1 inh	SIAE primary	PG9 Ab binder	NR1D1 modulator	LEDGF integ inh
CCCCc1c(-c2ccccc2OC)ncn1Cc1ccc([N+](=O)[O-])cc1	2.6	9.7	-0.3	1.4	-1.7	/	-0.1	-0.5	2.7	-1.9
CCCCNC(=O)C[C@H]1C[C@@]2(C(=O)OC)C(=C[C@H](C(C)(C)C)O[C@@H]2C)N(Cc2ccc(Cl)cc2Cl)C1=O	4.2	-5.5	-10.2	4.9	/	/	3.0	/	2.4	-2.2

The list itself, from the start:
SMILES	rCAG RNA binder	mABHD4 FP	TDP2 absorb	PRMT1 inh	TCR CD3 inh	HTRA1 inh	SIAE primary	PG9 Ab binder	NR1D1 modulator	LEDGF integ inh
CCCCc1c(-c2ccccc2OC)ncn1Cc1ccc([N+](=O)[O-])cc1	2.6	9.7	-0.3	1.4	-1.7	/	-0.1	-0.5	2.7	-1.9
CCCCNC(=O)C[C@H]1C[C@@]2(C(=O)OC)C(=C[C@H](C(C)(C)C)O[C@@H]2C)N(Cc2ccc(Cl)cc2Cl)C1=O	4.2	-5.5	-10.2	4.9	/	/	3.0	/	2.4	-2.2
O=C(C1=NN(c2ccccc2)C2C(=O)N(c3ccccc3Cl)C(=O)C12)c1ccccc1 (configuration not stated)	7.2	-19.1	-1.4	-0.5	3.5	-8.6	-5.0	-0.6	0.9	0.3
O=[N+]([O-])c1ccc(O)c(Nc2ncnc3ccccc23)c1	1.8	-7.9	7.3	1.9	2.1	9.5	-1.3	-0.9	-20.2	0.8
O=S(=O)(c1ccc2nc(COc3ccc(Cl)cc3Cl)[nH]c2c1)N1CCOCC1	1.0	-19.3	-0.4	-2.6	0.5	-29.6	-20.1	0.2	-4.2	-2.1
O=C(NCC1CCCO1)c1cccc(NC(=O)c2cccs2)c1 (configuration not stated)	-2.9	1.4	-3.8	2.5	2.4	-5.6	-2.1	0.2	-4.4	-5.5
CS(=O)(=O)N(CC(=O)N/N=C/c1cccs1)c1cccc(Cl)c1Cl	-2.5	-2.6	6.7	1.4	-1.7	-7.0	-5.3	-3.1	-0.2	3.1
COC(=O)[C@@]1(Cc2ccc(F)cc2)[C@H]2c3cc(C(=O)N(C)C)n(CCO)c3C[C@H]2CN1C(=O)c1ccccc1	2.2	10.5	9.3	-1.3	-1.7	/	-0.8	-0.5	-6.5	-4.0
Nc1nc2c(ncn2[C@@H]2O[C@H](C(=O)NCCc3c[nH]c4ccccc34)[C@@H](O)[C@H]2O)c(=O)[nH]1	2.1	-0.2	-11.7	-2.6	-8.2	/	8.7	-0.7	5.5	2.5
CCN(c1ccccc1)S(=O)(=O)c1ccc(Cl)c(NC(=O)CSc2ncn[nH]2)c1	8.9	-9.6	-9.7	-0.2	10.1	-8.9	-1.5	-1.7	-1.6	2.7
O=C(CCC(=O)Nc1ccc(F)cc1)N/N=C/c1cccs1	0.9	-4.3	-18.1	-1.1	-2.4	10.4	-0.3	-1.3	4.2	2.5
CCS(=O)(=O)N1CCC(C(=O)NC2CCCCC2)CC1	-1.0	3.2	1.8	3.5	4.5	-0.6	-2.7	-2.4	-1.2	2.0
CC(=O)c1ccc(NC(=O)Nc2ccc(NS(=O)(=O)c3ccc(C)cc3)cc2)cc1	23.7	-60.6	-1.5	1.7	6.0	-41.7	-81.9	7.2	4.6	0.9
O=C(N/N=C/C(Cl)=C/c1ccc([N+](=O)[O-])cc1)C(=O)Nc1ccccc1C(=O)O	52.0*	22.4	-7.8	6.9	-3.3	-0.3	5.7	0.2	-5.7	-3.4
N#Cc1ccc(C(=O)Nc2ccc3ccccc3c2)cc1	4.6	-15.8	-17.2	2.4	3.4	-18.6	7.9	0.4	1.5	-3.0
CC1CCCC(N2CCN(C(=O)c3ccc([N+](=O)[O-])cc3)CC2)C1 (configuration not stated)	-6.9	11.0	9.1	4.5	-1.5	7.6	4.8	-0.2	-4.9	-4.9
CC(C)(C)n1nc2c(c1NC(=O)COc1ccccc1F)CS(=O)(=O)C2	-2.4	-5.5	-12.5	-7.3	4.2	2.8	5.6	-1.5	0.6	1.4
Cc1cc(O)c(/C=N/Nc2ccc(Cl)cc2)c(=O)o1	5.2	9.0	4.1	4.2	-2.1	4.2	3.2	-14.0	3.3	-0.7
CN(CCCNC(=O)C1CCN(S(=O)(=O)N2CCC3(CC2)OCCO3)CC1)Cc1ccccc1	-9.2	2.5	10.5	-3.3	-4.2	-10.5	5.0	1.0	-1.4	3.1
Cc1ccc2nc(Br)c3c(c2c1)OC(CBr)C3 (configuration not stated)	-0.9	-1.0	-1.4	-0.7	4.5	-13.4	-0.3	6.7	-3.0	-3.1
COc1ccc(-c2cc(C(=O)n3cnc4ccccc43)c3ccccc3n2)cc1	4.7	-10.5	5.5	1.1	-3.0	-4.2	-2.8	-0.5	6.4	0.9
Cc1cc(C(=O)N2CCC2(C)C(=O)Nc2cccc3ccccc23)nn1C (configuration not stated)	0.2	2.8	9.0	-1.1	3.5	/	7.0	-1.5	-2.9	-2.6
NS(=O)(=O)c1ccc(NC(=O)CCC(=O)O)cc1	1.7	-2.1	-1.2	-2.5	-1.9	/	-3.3	-1.5	-7.1	-1.4
Cn1nc(C(F)(F)F)c2cc(NC(=O)OCc3ccc(C(C)(C)C)cc3)sc21	6.3	4.6	1.5	2.9	1.5	-7.1	-13.9	0.6	-4.2	1.0
CSc1ncnc2c1ncn2CCCN1CCN(C(=O)C2CC2)CC1	-0.1	-7.9	-10.7	5.5	-0.8	4.0	-4.1	-0.1	-2.2	0.8
CCOC(=O)N1CCN(C(=O)/C(=C/c2cccs2)NC(=O)c2cccs2)CC1	-4.5	3.0	9.3	0.9	7.6	5.8	4.7	-2.2	1.0	-1.2
CCCC(C(=O)NC1CCCC1)N(C(=O)c1snc(C(N)=O)c1N)c1ccc(F)cc1 (configuration not stated)	-1.8	-2.4	-14.4	-4.3	-2.4	-7.0	0.7	-1.2	4.4	-0.6
CCCCOC(=O)CSc1nnc(N)s1	-2.3	4.5	2.3	-2.7	3.3	-4.4	4.2	0.1	-3.6	2.1
CSCCC(NC(=O)c1cccc(C)c1)C(=O)OCN1C(=O)c2ccccc2C1=O (configuration not stated)	-4.1	-2.6	-5.4	-1.0	7.5	-0.3	6.2	0.0	-1.4	-1.3
C=CCc1cccc2cc(C(=O)OCC(=O)c3ccccc3)c(=O)oc12	1.3	1.3	1.5	-1.3	2.4	2.4	4.3	0.6	0.1	2.0
NC(=O)c1cc(S(=O)(=O)Nc2cccc(F)c2)co1	1.2	-1.7	1.6	0.3	6.0	2.2	-6.1	1.7	-2.1	1.9
CC(=O)Nc1ccc(N(C(=O)CNC(=O)c2cccs2)C(C(=O)NC(C)(C)C)c2ccccc2)cc1 (configuration not stated)	-3.6	4.4	14.8	2.9	-1.6	-6.2	-0.2	0.3	2.0	1.6
Cc1nc2cc(NC(=O)N(C)c3ccc4ccccc4c3)ccc2o1	-4.2	8.0	43.9*	20.9	5.7	-1.1	9.8	1.3	-1.4	11.2
N#CCCN(C(=O)COC(=O)c1n[nH]c2ccccc12)c1ccccc1	6.0	3.7	-10.6	0.7	-9.0	5.2	-3.5	0.0	1.2	-4.5
O=C(OCC(=O)N1CCc2ccccc2C1)c1ccc(N2CCOCC2)c([N+](=O)[O-])c1	0.3	1.5	-10.3	0.1	-7.7	-2.1	0.6	1.4	-0.5	0.5
CN(C)c1cccc(-c2csc(N3CCC(C(N)=O)CC3)n2)c1	9.1	-8.1	2.9	1.4	-5.2	-1.1	8.7	0.5	6.3	-0.4
CC1(C)Cc2ccccc2C(N/N=C/c2ccc(Cl)cc2)=N1	-0.1	1.9	-6.2	-4.8	3.5	-0.7	3.5	-0.7	-3.5	-2.1
O=C(COC(=O)C1CCN(c2ccc(C(F)(F)F)cn2)CC1)NCc1ccccc1	-0.8	-11.1	-19.6	-1.9	-3.9	0.8	-8.5	-0.3	-2.5	1.6
Cc1ccc(NC(=S)N2CCCCCC2)cc1	-3.2	4.7	-5.4	-2.9	-2.8	-1.9	4.4	-0.2	-1.1	3.7
O=C(CC1OC(=O)c2ccccc21)Nc1cc(S(=O)(=O)N2CCOCC2)ccc1OCC(F)(F)F (configuration not stated)	2.9	-0.8	12.0	-4.4	2.1	2.2	9.2	-1.2	0.9	2.1
O=C(CCc1ccccc1)Nc1ccc2ccccc2n1	-5.0	5.5	-8.1	2.4	3.9	-8.2	-6.5	-1.5	0.4	-4.5
CCOc1ccc(CCN2C(=S)N([C@@H](CC(C)C)CN3CCC[C@@H]3CN3C(=S)NC[C@@H]3Cc3ccc(O)cc3)C[C@@H]2Cc2ccc(O)cc2)cc1	14.6	-12.9	-1.5	6.0	1.8	/	-9.7	-1.0	10.5	-4.8
Cc1cc(OC(=O)c2ccc(S(=O)(=O)N3CCCC3)cc2)c([N+](=O)[O-])c(=O)[nH]1	0.5	-2.7	-1.3	1.4	-2.6	1.9	2.0	-2.4	-6.5	-2.5
COc1ccc(OC)c(NC(=O)NCCN2CCN(c3ccccc3)CC2)c1	-6.5	-4.9	-9.1	-1.2	-3.8	11.5	8.7	2.3	-1.3	-0.2
O=C(CSc1ccccc1C(=O)O)c1ccccc1	1.3	2.3	7.9	1.2	6.0	-2.5	-1.7	-0.9	4.7	0.6

Some of these compounds in order of the PG9 Ab binder value, high to low.
molecule | PG9 Ab binder
O=C(C1=NN(c2ccccc2)C2C(=O)N(c3ccccc3Cl)C(=O)C12)c1ccccc1 (configuration not stated) | -0.6
CC1(C)Cc2ccccc2C(N/N=C/c2ccc(Cl)cc2)=N1 | -0.7
CCOC(=O)N1CCN(C(=O)/C(=C/c2cccs2)NC(=O)c2cccs2)CC1 | -2.2

(continued)
SMILES	rCAG RNA binder	mABHD4 FP	TDP2 absorb	PRMT1 inh	TCR CD3 inh	HTRA1 inh	SIAE primary	PG9 Ab binder	NR1D1 modulator	LEDGF integ inh
CCN(CC)S(=O)(=O)c1ccc(C)c(NC(=O)CNCCN(C(C)C)C(C)C)c1	-6.8	10.2	7.5	2.3	2.4	13.1	2.4	-0.5	-1.5	-3.2
Cc1ccc(S(=O)(=O)N2CCC(C(=O)N[C@@H](C)C(=O)NCc3ccccc3)CC2)cc1	-2.0	-3.9	5.5	3.2	-4.1	3.8	0.0	2.9	-4.6	3.0
Cc1cccc(C)c1NC(=O)C1(N(Cc2ccco2)C(=O)CC2NC(=O)NC2=O)CCCCC1 (configuration not stated)	-4.7	-8.5	1.1	-2.6	2.6	0.0	2.3	0.3	1.7	-1.3
COc1ccccc1CNC(=O)C1(c2ccc(Cl)cc2)CC1	-2.5	8.0	3.6	2.9	-5.3	-6.7	-1.1	-1.2	7.4	-2.6
